M18AAP inhibitor: PfM18AAP inhibitors, malaria aminopeptidase, primary screen, biochemical, QFRET, recombinant enzyme; hit rate 1.2% among 290,000; H-Glu-NHMec fluorogenic cleavage; M18 aspartyl aminopeptidase (Plasmodium falciparum 3D7); inhibition, % at 7.35 µM; AID 1822, 2009;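 active = inhibition above the campaign mean inhibition over all tested compounds plus 3 SD, cut at about 28% in these data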;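 also: 0% = plate median of test compound wells and 100% = 2 mM ZnCl2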
SUMO HTRF inh: inhibitors of in vitro SUMOylation cascade, primary screen, biochemical, HTRF, uHTS. hit rate 0.36% among 290,000. SUMO-conjugating enzyme UBC9 (Homo sapiens), P63279. HTRF SUMOylation assay, SAE1/SAE2 + UBC9. inhibition, % at 35 µM. AID 2006, 2009; in the data active = inhibition above about 50%, passing the limit was not always enough; also: strong numbers were not always called active
IDE cell inh: human IDE inhibitors in live cells, primary screen, fluorescence polarization, HEK cells, FAbetaB substrate; FAbetaB cleavage; hit rate 0.41% among 320,000; inhibition, % at 5.59 µM;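 active = percent inhibition above the average of all tested compounds plus 3 SD, set per screening campaign, cut at about 16% in these data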;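 also: IDE supplied by intact live HEK cells; FP after avidin binding of uncleaved biotin substrate so inhibition keeps polarization high; 0% = DMSO wells and 100% = 60 µM reference IDE inhibitor Ii1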
MEKK2mut PB1 HTS: MEK5 binding signal on mutant MEKK2 PB1, primary screen, biochemical, multiplex bead flow cytometry, Alexa488-MEK5; Alexa488-MEK5 binding to MEKK2 mutant; percent response, % at 10 µM; hit rate 0.35% among 290,000; in the data active = percent response above about 24%, passing the limit was not always enough; also: inactives centre near 1; some results filed as inactive read as strong as hits; reference of the scale not given here
MEKK3 PB1 HTS: modulators of MEKK3-MEK5 PB1 binding, primary screen, biochemical, wildtype MEKK3, multiplex bead flow cytometry, Alexa488-MEK5. hit rate 1.4% among 290,000. binding response (% of control), % at 10 µM. bead-based flow cytometry, Alexa488-MEK5 binding to MEKK3; actives lie on both sides; 0 = blocked by unlabeled MEK5, 100 = vehicle. Mitogen-activated protein kinase kinase kinase 3 (Homo sapiens), Q99759;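 active = binding response more than 3 SD above or below the average of its plate-row segment, actives on both sides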;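 also: Alexa488 bead fluorescence after subtracting the streptavidin-only scavenger bead signal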
IDE act: human IDE activators in live cells, primary screen, fluorescence polarization, HEK cells, FAbeta-B substrate; FAbeta-B cleavage; 0% vehicle, 100% cell-free pure enzyme wells; activation, % at 5.96 µM; hit rate 0.073% among 340,000; Insulin-degrading enzyme (Homo sapiens), P14735;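 active = activation above the mean of all tested compounds plus 3 SD, set per screening campaign, cut at about 17% in these data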
MEKK2wt PB1 HTS: modulators of MEK5 binding to wildtype MEKK2, primary screen, biochemical, multiplex bead flow cytometry, Alexa488-MEK5. Mitogen-activated protein kinase kinase kinase 2 (Homo sapiens), Q9Y2U5. AID 1531, 2009. Alexa488-MEK5 binding to MEKK2 WT; actives lie on both sides. hit rate 1.1% among 290,000. binding response (% of control), % at 10 µM; in the data active = binding response below about 67% or above about 130%
NALP1 yeast inh: NALP1 inflammasome inhibitors in reconstituted yeast, colorimetric, S. cerevisiae, triplicate retest; hit rate 0.61% among 280,000; S. cerevisiae NALP1/ASC/caspase-1 growth, X-gal OD620, 72 h; inhibition, % at 10 µM; in the data active = inhibition mostly above about 24%, no sharp cut-off; inactive = mostly below about 32%; also: some compounds called inactive have numbers as strong as hits
pCIP destab: p/CIP-EGFP fusion destabilizers, primary screen, fluorescence, F442A cells; decrease of EGFP signal, % at 10 µM; 16 h; hit rate 0.01% among 290,000;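 active = EGFP signal decrease of at least 30% at 10 µM or well 3 SD below plate mean, unless failing retest; inactive = the rest, including hits failing retest or dose response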; also: some compounds called inactive have numbers as strong as hits; many of its hits are not listed in these tables
Target sequence (Q05BA5 1-1403): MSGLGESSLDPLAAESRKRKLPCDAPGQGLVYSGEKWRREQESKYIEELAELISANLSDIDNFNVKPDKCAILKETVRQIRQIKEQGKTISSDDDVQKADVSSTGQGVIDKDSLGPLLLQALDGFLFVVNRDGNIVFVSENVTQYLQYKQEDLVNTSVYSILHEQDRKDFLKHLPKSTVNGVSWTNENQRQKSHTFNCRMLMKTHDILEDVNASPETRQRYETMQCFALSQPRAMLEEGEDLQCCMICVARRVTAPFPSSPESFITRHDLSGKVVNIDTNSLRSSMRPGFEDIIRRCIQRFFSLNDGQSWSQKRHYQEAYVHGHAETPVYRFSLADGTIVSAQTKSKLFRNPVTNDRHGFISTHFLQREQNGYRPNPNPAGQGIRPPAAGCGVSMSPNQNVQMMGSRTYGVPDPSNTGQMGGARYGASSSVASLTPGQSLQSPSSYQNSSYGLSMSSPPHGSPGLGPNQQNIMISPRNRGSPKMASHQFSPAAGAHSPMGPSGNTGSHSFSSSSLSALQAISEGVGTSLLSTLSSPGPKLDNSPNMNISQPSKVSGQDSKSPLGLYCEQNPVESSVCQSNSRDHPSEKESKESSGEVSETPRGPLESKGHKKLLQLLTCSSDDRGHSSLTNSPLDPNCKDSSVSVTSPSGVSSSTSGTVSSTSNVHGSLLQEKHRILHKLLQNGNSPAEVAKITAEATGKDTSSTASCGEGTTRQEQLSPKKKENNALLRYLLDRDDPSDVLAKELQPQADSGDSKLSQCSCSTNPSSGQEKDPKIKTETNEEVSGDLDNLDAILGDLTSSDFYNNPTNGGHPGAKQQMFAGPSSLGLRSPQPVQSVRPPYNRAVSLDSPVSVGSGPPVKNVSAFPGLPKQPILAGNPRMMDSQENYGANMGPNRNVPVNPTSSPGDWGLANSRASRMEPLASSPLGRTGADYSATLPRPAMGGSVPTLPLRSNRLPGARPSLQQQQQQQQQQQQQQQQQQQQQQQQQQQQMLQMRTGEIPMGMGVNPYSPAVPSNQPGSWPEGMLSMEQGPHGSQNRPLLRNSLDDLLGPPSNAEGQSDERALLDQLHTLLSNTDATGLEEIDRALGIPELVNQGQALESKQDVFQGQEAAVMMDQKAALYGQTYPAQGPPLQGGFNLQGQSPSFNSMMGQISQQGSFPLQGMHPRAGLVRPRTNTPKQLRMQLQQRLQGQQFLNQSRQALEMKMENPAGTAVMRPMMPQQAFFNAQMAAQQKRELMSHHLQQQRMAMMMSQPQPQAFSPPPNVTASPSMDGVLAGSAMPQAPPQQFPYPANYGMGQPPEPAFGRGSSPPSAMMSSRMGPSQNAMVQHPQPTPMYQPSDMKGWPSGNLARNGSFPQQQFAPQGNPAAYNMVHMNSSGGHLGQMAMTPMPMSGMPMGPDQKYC
Starred values were filed as active, the others as inactive; & = joins results of further samples. The list is partial; rates above refer to the full screens.

How did CCN(CC)c1ccc(-c2nnc(SCC(=O)Nc3ccccc3C#N)n2-c2ccccc2)cc1 do in these assays?
M18AAP inhibitor: 8.4; SUMO HTRF inh: 22.8; IDE cell inh: 6.2; MEKK2mut PB1 HTS: -11.0; MEKK3 PB1 HTS: 87.0; IDE act: 2.2; MEKK2wt PB1 HTS: 85.0; NALP1 yeast inh: -2.7; pCIP destab: -9.2

What do the screens show for `CCn1c(SCC(=O)N2CCN(C(=O)c3ccco3)CC2)nnc1C(C)C`?
M18AAP inhibitor: -3.8; SUMO HTRF inh: 18.4; IDE cell inh: -4.7; MEKK2mut PB1 HTS: 8.0; MEKK3 PB1 HTS: 102.0; IDE act: 3.2; MEKK2wt PB1 HTS: 108.0; NALP1 yeast inh: -0.9; pCIP destab: -1.1

What do the screens show for `O=C(O)/C=C/C(=O)Nc1ccc(O)cc1`?
M18AAP inhibitor: 19.8; SUMO HTRF inh: 88.4; IDE cell inh: -1.7; MEKK2mut PB1 HTS: 2.0; MEKK3 PB1 HTS: 102.0; IDE act: 0.8; MEKK2wt PB1 HTS: 104.0; NALP1 yeast inh: -4.2; pCIP destab: -2.8

Results for CCN(Cc1ccccc1)S(=O)(=O)c1cc(C(=O)NC2CCCCCC2)ccc1OC ?
M18AAP inhibitor: -9.2; SUMO HTRF inh: -22.3; IDE cell inh: 2.0; MEKK2mut PB1 HTS: 4.0; MEKK3 PB1 HTS: 105.0; IDE act: -3.8; MEKK2wt PB1 HTS: 105.0; NALP1 yeast inh: 22.7; pCIP destab: 6.4

How did O=C(O)CSc1nnc(-c2ccc(Cl)cc2Cl)n1-c1ccccc1 do in these assays?
M18AAP inhibitor: -1.0; SUMO HTRF inh: -7.7; IDE cell inh: 4.6; MEKK2mut PB1 HTS: 1.0; MEKK3 PB1 HTS: 102.0; IDE act: 2.7; MEKK2wt PB1 HTS: 102.0; NALP1 yeast inh: -3.1; pCIP destab: 9.9

Results for Cc1nc(-c2ccccc2)sc1C1(C)CC(c2ccc(OC(F)(F)F)cc2)=NO1 (stereo unspecified) ?
SUMO HTRF inh: -2.7; IDE cell inh: 0.2; MEKK2mut PB1 HTS: 3.0; MEKK3 PB1 HTS: 106.0; IDE act: -5.3; MEKK2wt PB1 HTS: 100.0; pCIP destab: -3.2

How did COc1ccc(C(=O)CCC(=O)N2CCN(c3cc(C)ccc3C)CC2)cc1 do in these assays?
M18AAP inhibitor: 5.8; SUMO HTRF inh: -4.3; IDE cell inh: 7.0; MEKK2mut PB1 HTS: 3.0; MEKK3 PB1 HTS: 105.0; IDE act: 0.2; MEKK2wt PB1 HTS: 105.0; NALP1 yeast inh: 10.4; pCIP destab: -17.6

What do the screens show for `CCOC(=O)C(C)Oc1nc(Oc2ccccc2)nc(N(C)C)n1` (stereo unspecified)?
M18AAP inhibitor: -9.5; SUMO HTRF inh: 18.9; IDE cell inh: 3.3; MEKK2mut PB1 HTS: 1.0; MEKK3 PB1 HTS: 100.0; IDE act: 7.7; MEKK2wt PB1 HTS: 102.0; NALP1 yeast inh: -2.5; pCIP destab: -9.6

Results for O=C(NCCCN1CCOCC1)c1cc2c([nH]c3ccccc32)c(-c2cccc(Br)c2)n1 ?
M18AAP inhibitor: 5.0; SUMO HTRF inh: 8.5; IDE cell inh: -7.3; MEKK2mut PB1 HTS: 31.0*; MEKK3 PB1 HTS: 112.0; IDE act: 3.8; MEKK2wt PB1 HTS: 161.0*; NALP1 yeast inh: 13.6; pCIP destab: 7.2

Results for COc1ccc(NC(=O)N(Cc2ccc3c(c2)OCO3)C2CC(=O)N(c3ccc(OC)cc3)C2=O)cc1 (stereo unspecified) ?
M18AAP inhibitor: 2.5; SUMO HTRF inh: -8.5; IDE cell inh: -5.3; MEKK2mut PB1 HTS: -1.0; MEKK3 PB1 HTS: 92.0; IDE act: 5.9; MEKK2wt PB1 HTS: 93.0; NALP1 yeast inh: 13.9; pCIP destab: -13.0

At a glance, part of the list above.
Results for O=C(NCCCN1CCOCC1)c1cc2c([nH]c3ccccc32)c(-c2cccc(Br)c2)n1 ?
M18AAP inhibitor: 5.0; SUMO HTRF inh: 8.5; IDE cell inh: -7.3; MEKK2mut PB1 HTS: 31.0*; MEKK3 PB1 HTS: 112.0; IDE act: 3.8; MEKK2wt PB1 HTS: 161.0*; NALP1 yeast inh: 13.6; pCIP destab: 7.2

Results for COc1ccc(NC(=O)N(Cc2ccc3c(c2)OCO3)C2CC(=O)N(c3ccc(OC)cc3)C2=O)cc1 (stereo unspecified) ?
M18AAP inhibitor: 2.5; SUMO HTRF inh: -8.5; IDE cell inh: -5.3; MEKK2mut PB1 HTS: -1.0; MEKK3 PB1 HTS: 92.0; IDE act: 5.9; MEKK2wt PB1 HTS: 93.0; NALP1 yeast inh: 13.9; pCIP destab: -13.0

Further records follow.
What do the screens show for `COc1ccc(CNC(=O)CN(Cc2ccc(OC)cc2)C(=O)CCC(=O)Nc2ccccn2)cc1`?
M18AAP inhibitor: -0.8; SUMO HTRF inh: -3.4; IDE cell inh: 2.9; MEKK2mut PB1 HTS: 1.0; MEKK3 PB1 HTS: 101.0; IDE act: 2.1; MEKK2wt PB1 HTS: 96.0; NALP1 yeast inh: -0.9; pCIP destab: -2.1

Results for COC(=O)C1=C(C)N(CCCC(=O)O)C(=O)NC1c1ccccc1OS(=O)(=O)c1ccc([N+](=O)[O-])cc1 (stereo unspecified) ?
IDE cell inh: -0.7; MEKK2mut PB1 HTS: -1.0; MEKK3 PB1 HTS: 107.0; IDE act: 4.3; MEKK2wt PB1 HTS: 102.0

What do the screens show for `CCOC(=O)c1cn(CC)c2cc(Cl)c([N+](=O)[O-])cc2c1=O`?
M18AAP inhibitor: -4.0; SUMO HTRF inh: 0.5; IDE cell inh: 1.7; MEKK2mut PB1 HTS: 18.0; MEKK3 PB1 HTS: 99.0; IDE act: 2.0; MEKK2wt PB1 HTS: 115.0; NALP1 yeast inh: 21.8; pCIP destab: 10.4

How did CCOC(=O)c1ccc(N=Nc2c(C)c(C#N)c(O)[nH]c2=O)cc1 do in these assays?
M18AAP inhibitor: -10.8; SUMO HTRF inh: 11.6; IDE cell inh: -0.2; MEKK2mut PB1 HTS: -1.0; MEKK3 PB1 HTS: 114.0; IDE act: 2.0; MEKK2wt PB1 HTS: 110.0; NALP1 yeast inh: 5.0; pCIP destab: -14.1

How did COCCNC(=S)NNc1ccc(Cl)c(C(=O)O)c1 do in these assays?
M18AAP inhibitor: 18.5; SUMO HTRF inh: 14.3; IDE cell inh: -0.1; MEKK2mut PB1 HTS: -6.0; MEKK3 PB1 HTS: 98.0; IDE act: 5.4; MEKK2wt PB1 HTS: 100.0; NALP1 yeast inh: 4.7; pCIP destab: -3.2

What do the screens show for `O=C(Nc1nc2ccccc2n1Cc1ccc(Cl)cc1)c1ccco1`?
M18AAP inhibitor: -15.7; SUMO HTRF inh: 24.2; IDE cell inh: -0.4; MEKK2mut PB1 HTS: 3.0; MEKK3 PB1 HTS: 105.0; IDE act: -2.6; MEKK2wt PB1 HTS: 100.0; NALP1 yeast inh: 4.2; pCIP destab: -15.7

What do the screens show for `CCc1cc2c(=O)c(-c3ccc4c(c3)OCO4)coc2c(CN(C)C)c1O`?
M18AAP inhibitor: 5.9; SUMO HTRF inh: 29.6; IDE cell inh: 2.2; MEKK2mut PB1 HTS: 6.0; MEKK3 PB1 HTS: 103.0; IDE act: -4.6; MEKK2wt PB1 HTS: 103.0; NALP1 yeast inh: 9.4; pCIP destab: -6.0

What do the screens show for `C=CCN(C(=O)Nc1ccc2c(c1)nc(C)n2C)c1ccccc1`?
M18AAP inhibitor: 9.5; SUMO HTRF inh: 4.3; IDE cell inh: -5.8; MEKK2mut PB1 HTS: 7.0; MEKK3 PB1 HTS: 110.0; IDE act: -0.4; MEKK2wt PB1 HTS: 107.0; pCIP destab: -14.1

How did CCn1cc(CCC(=O)NCc2cccc(OC)c2OC)c2ccccc21 do in these assays?
M18AAP inhibitor: -10.2; SUMO HTRF inh: 16.3; IDE cell inh: -3.2; MEKK2mut PB1 HTS: 2.0; MEKK3 PB1 HTS: 102.0; IDE act: 2.0; MEKK2wt PB1 HTS: 103.0; NALP1 yeast inh: -67.3; pCIP destab: -14.5

Results for C=C(C)C1CCC(C)=C1COC(=O)Nc1ccccc1 (stereo unspecified) ?
M18AAP inhibitor: -7.2; SUMO HTRF inh: -19.9; IDE cell inh: 2.5; MEKK2mut PB1 HTS: -2.0; MEKK3 PB1 HTS: 96.0; IDE act: 4.3; MEKK2wt PB1 HTS: 93.0; NALP1 yeast inh: 9.1; pCIP destab: -0.5

How did Cc1cc(NC(=O)CSc2nnc(-c3ccncc3)n2-c2ccccc2)no1 do in these assays?
M18AAP inhibitor: -6.8; SUMO HTRF inh: 10.8; IDE cell inh: 13.9; MEKK2mut PB1 HTS: -15.0; MEKK3 PB1 HTS: 83.0; IDE act: -0.4; MEKK2wt PB1 HTS: 81.0; NALP1 yeast inh: 2.6; pCIP destab: -5.9

What do the screens show for `CC(NCCC(c1ccccc1)c1ccccc1)c1ccccc1` (stereo unspecified)?
M18AAP inhibitor: 1.8; SUMO HTRF inh: 7.7; IDE cell inh: 0.3; MEKK2mut PB1 HTS: 12.0; MEKK3 PB1 HTS: 99.0; IDE act: 2.9; MEKK2wt PB1 HTS: 145.0*; NALP1 yeast inh: 54.1*; pCIP destab: -7.7

What do the screens show for `O=C(O)/C=C\c1cccc(-n2cnnn2)c1`?
M18AAP inhibitor: 0.4; SUMO HTRF inh: 6.7; IDE cell inh: -5.0; MEKK2mut PB1 HTS: 2.0; MEKK3 PB1 HTS: 103.0; IDE act: -2.4; MEKK2wt PB1 HTS: 100.0; NALP1 yeast inh: 9.9; pCIP destab: -5.8

Results for O=C(O)CC(=O)NC12CC3CC(CC(C3)C1)C2 ?
M18AAP inhibitor: -10.8&2.7; SUMO HTRF inh: 13.9&-1.9; IDE cell inh: -2.2&1.5; MEKK2mut PB1 HTS: 4.0&0.0; MEKK3 PB1 HTS: 103.0&98.0; IDE act: 2.1&2.2; MEKK2wt PB1 HTS: 102.0&100.0; NALP1 yeast inh: 12.5&5.9; pCIP destab: 2.7&-13.6

Results for CSc1nnc(Cc2cc(=O)[nH]c(=O)[nH]2)n1-c1cc(C)ccc1C ?
M18AAP inhibitor: 1.1; SUMO HTRF inh: -27.2; IDE cell inh: -1.9; MEKK2mut PB1 HTS: -1.0; MEKK3 PB1 HTS: 96.0; IDE act: 2.7; MEKK2wt PB1 HTS: 93.0; NALP1 yeast inh: 27.3; pCIP destab: 16.0

What do the screens show for `COc1ccc2nc3ccccc3nc2c1`?
M18AAP inhibitor: 3.6; SUMO HTRF inh: 32.5; IDE cell inh: 8.1; MEKK2mut PB1 HTS: 2.0&-2.0; MEKK3 PB1 HTS: 103.0&108.0; IDE act: -7.3; MEKK2wt PB1 HTS: 102.0&97.0; NALP1 yeast inh: 7.3; pCIP destab: 1.5

How did O=C(CSc1nnc(COc2ccccc2)n1-c1ccccc1)c1ccccc1 do in these assays?
M18AAP inhibitor: 2.7; SUMO HTRF inh: -16.5; IDE cell inh: 1.2; MEKK2mut PB1 HTS: -1.0; MEKK3 PB1 HTS: 100.0; IDE act: 4.2; MEKK2wt PB1 HTS: 102.0; NALP1 yeast inh: -1.0; pCIP destab: 0.2

Bioassay records deposited in PubChem BioAssay by several laboratories.
